GLP-1R inv ag: inverse agonists of human GLP-1 receptor; HEK293 GLP-1R CRE-luciferase, luminescence, 24 h; GLP-1R form is constitutively active; Potency, µM (series often up to 38.3 µM), for inactives: at the highest dose activity change, negative = inhibition, most hits filed as inhibitors; actives 1.6% (n = 410,000); AID 624417; also: potency is read from the fitted curve at half-maximal effect; % is scaled to controls: 0 for no effect and ±100 for the full control effect; nearly all actives have a fitted effect of over 55% in size
Target sequence (P43220 whole entry, looked up): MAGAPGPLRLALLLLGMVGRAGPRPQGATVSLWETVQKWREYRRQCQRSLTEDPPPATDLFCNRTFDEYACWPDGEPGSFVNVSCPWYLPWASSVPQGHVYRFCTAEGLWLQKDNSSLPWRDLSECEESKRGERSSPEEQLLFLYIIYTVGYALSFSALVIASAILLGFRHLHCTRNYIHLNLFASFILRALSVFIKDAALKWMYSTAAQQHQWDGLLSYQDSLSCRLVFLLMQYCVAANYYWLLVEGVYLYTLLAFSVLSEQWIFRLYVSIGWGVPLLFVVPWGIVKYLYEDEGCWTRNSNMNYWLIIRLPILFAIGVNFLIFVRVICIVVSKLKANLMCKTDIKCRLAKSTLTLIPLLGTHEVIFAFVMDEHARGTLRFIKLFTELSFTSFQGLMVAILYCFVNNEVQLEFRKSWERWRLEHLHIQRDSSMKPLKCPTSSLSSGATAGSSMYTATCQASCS
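Inverse agonists were sought by their lowering of basal cAMP reporter luciferase output in HEK293 cells stably carrying constitutively active human GLP-1R, after 24 h compound treatment.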
GLP-1R agonist: agonists of human GLP-1 receptor. P43220. HEK293 GLP-1R CRE-luciferase, luminescence, 4-6 h; cells express a hypersensitive GLP-1R form. Potency, µM (top dose mostly 45.6 µM), inactives show at the highest dose activation, hits mostly activators. actives 0.007% (n = 380,000). AID 624172; also: potency is read from the fitted curve at half-maximal effect; % of control where 0% means no effect
FUS suppressor: suppressors of FUS proteinopathy in yeast; Potency, µM (highest dose often 76.6 µM), without a hit: at the top dose growth rescue (activation), usual class: activators; actives 0.24% (n = 390,000); S. cerevisiae FUS-expressing, growth rescue, OD600, 24 h;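 also: potency is read from the fitted curve at half-maximal effect; plate controls were DMSO vehicle for no effect and reference control for full effect; nearly all actives have a fitted effect of over 55% in size; some results filed as inactive show a strong effect at the top dose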
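FUS-expressing yeast, raffinose-pregrown, induced in 2% galactose minimal medium at OD 0.005; compounds in a dilution series, 24hr at 30C. Growth restoration read as absorbance at 600 nm. CP55940 positive control, DMSO negative.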
PTHR1 ag: PTHR1 (human) receptor agonism; HEK293 GP2 PTHR1 cells, GloSensor cAMP luminescence, 1 h; Potency, µM (titrated, usually from 115 µM), for the others: top-dose activation, usual class: activators; Q03431; actives 0.075% (n = 410,000); also: potency is read from the fitted curve at half-maximal effect; nearly all actives have a fitted effect of over 55% in size; some results filed as inactive show a strong effect at the top dose; inactives centre near -15; many of its hits are not listed in these tables
Target sequence (Q03431 whole entry, looked up): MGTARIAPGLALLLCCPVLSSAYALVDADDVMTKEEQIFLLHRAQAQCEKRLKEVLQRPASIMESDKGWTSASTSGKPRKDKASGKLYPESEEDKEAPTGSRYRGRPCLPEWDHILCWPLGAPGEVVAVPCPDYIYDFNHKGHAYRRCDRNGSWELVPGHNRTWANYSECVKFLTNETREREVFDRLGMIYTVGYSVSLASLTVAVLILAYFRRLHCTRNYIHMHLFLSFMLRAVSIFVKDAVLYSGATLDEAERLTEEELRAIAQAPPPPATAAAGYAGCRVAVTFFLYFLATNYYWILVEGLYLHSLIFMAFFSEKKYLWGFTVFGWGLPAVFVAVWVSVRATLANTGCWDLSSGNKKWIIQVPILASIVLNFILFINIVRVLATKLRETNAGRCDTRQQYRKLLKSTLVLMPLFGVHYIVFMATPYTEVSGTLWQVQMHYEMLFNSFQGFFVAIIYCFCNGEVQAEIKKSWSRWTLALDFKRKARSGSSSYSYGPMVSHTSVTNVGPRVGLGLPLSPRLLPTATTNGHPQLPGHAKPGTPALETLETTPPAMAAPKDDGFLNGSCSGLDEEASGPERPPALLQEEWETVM
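HEK-293-derived GP2 cells expressing PTHR1 and a GloSensor cAMP reporter, 3,000/well, plated overnight, given luciferin plus IBMX (each 0.5 mM as added) for 1 h at 37 °C, then compound for 1 h at 37 °C. Luminescence was read after 15 min at room temperature.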
Abeta rescue: compounds reversing amyloid beta toxicity in yeast; yeast expressing A-beta42, growth rescue, OD600, 48 h; response scale: 0% DMSO, 100% iron-clioquinol control; Potency, µM (series often up to 46.1 µM), without a hit: at the top dose growth rescue, most hits filed as activators; actives 0.063% (n = 410,000); AID 1347071; also: potency is read from the fitted curve at half-maximal effect; nearly all actives have a fitted effect of over 55% in size
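Yeast growth medium received pinned compounds, then yeast cells expressing toxic A-beta were added; plates incubated at 30 C for 48 hr. Growth read as absorbance at 600 nm, normalized to DMSO and equimolar FeCl3 plus clioquinol controls.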
D3 antag: D3 dopamine receptor (human) antagonism | actives 2.5% (n = 360,000) | max response, negative = inhibition, % | D3R cells, DiscoveRx beta-arrestin luminescence, antagonist mode; stronger effect = lower value | P35462; in the data active = max response below about -50%; inconclusive = no clear call, values can overlap the other calls; also: % is scaled to controls: 0 for no effect and ±100 for the full control effect; mostly tested at two doses, the higher about 12 µM
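Cells plated overnight at 1500 cells/well, then exposed to library compounds with dopamine controls for 90 minutes at 37 degrees C. DiscoveRx reagent added for 30–60 minutes at room temperature; luminescence read, quantitative HTS format.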
pAkt inh: inhibitors of Akt phosphorylation | Neuro2A IGF-stimulated pAkt S473 HTRF, 20 min; stronger effect = lower value | activity change, % for hits at 50 µM | actives 0.32% (n = 360,000) | AID 651550; in the data active = activity change below about -80%; inconclusive = mostly about -51% to -80%; also: % is scaled to controls: 0 for no effect and ±100 for the full control effect
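Single-point screen (50 µM final compound) in Neuro2A cells stimulated 20 min with 6 nM IGF at 37 deg C. After lysis, Ser473-phosphorylated Akt read by HTRF (ex 330 nm, em 615/665 nm) as the 665/615 ratio.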
TDP-43 yeast inh: inhibitors of TDP-43 toxicity in yeast. TDP-43 expressing yeast growth rescue, BacTiter-Glo, 24 h. Potency, µM (highest dose often 46.1 µM), without a hit: at the top dose growth rescue (activation), most hits filed as activators. actives 1.8% (n = 410,000). AID 652104; also: potency is read from the fitted curve at half-maximal effect; % of control where 0% means no effect; nearly all actives have a fitted effect of over 50% in size
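Galactose-induced TDP-43 yeast, OD600=0.02, compound pinned; 24 hr, 30 deg C; BacTiter-Glo luminescence for growth. Inhibitors of TDP-43 toxicity read as activators.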
aSyn yeast inh: inhibitors of alpha-synuclein toxicity in yeast | Yeast expressing alpha-synuclein, growth rescue, BacTiter-Glo, 24 h | Potency, µM (titrated, usually from 46.1 µM), inactives show at the highest dose growth rescue (activation), hits mostly activators | actives 0.14% (n = 370,000) | AID 652106; also: potency is read from the fitted curve at half-maximal effect; % of control where 0% means no effect; nearly all actives have a fitted effect of over 65% in size
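Readout is rescue of growth in alpha-synuclein-expressing yeast, so inhibitors of toxicity appear as activators. Growth after 24 hr at 30 deg C in galactose medium is quantified by luminescence.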
* = called active by the depositor; i = inactive; ? = inconclusive; nt = not tested or not shown; [ ] = another dose, or the depositor's remark. Unless noted, calls follow the shape of the dose curve; as a rule, active = well fitted curve in the direction sought with a large enough effect; inconclusive = small, poorly fitted or top-dose-only effect, or another doubt; inactive = no such curve, though single readings can be large; an effect the other way counts as inactive or inconclusive.

Every second line gives: GLP-1R inv ag, GLP-1R agonist, FUS suppressor, PTHR1 ag, Abeta rescue, D3 antag, pAkt inh, TDP-43 yeast inh, aSyn yeast inh
> COCCNC(=O)c1c(C)oc2nc(C)nc(N3CCOCC3)c12
  2%, nt, -14%, -14%, 2%, nt, nt, 18%, nt
> COc1cc(C2C(=O)N(C3CCCCCC3)CC(=O)N2Cc2ccccc2)ccc1OC(C)C (stereo unspecified)
  ?, nt, ?, -7%, 4%, nt, nt, 0%, nt
> O=C(Cn1nnc(-c2ccccc2)n1)N/N=C/c1cc([N+](=O)[O-])ccc1O
  6%, 15%, -4%, -27%, -11%, -76*, i, 25%, 6%
> C/C=C/C(=O)OCC(=O)Nc1ccc(F)cc1Cl
  7%, -5%, -9%, -16%, 1%, -23, i, -3%, -9%
> O=C(CSc1nnc(SCc2ccccc2Cl)s1)N/N=C/c1c[nH]c2ccccc12
  1%, -3%, nt, -35%[inhibitor], 5%, 16, i, 8%, -14%
> O=S(=O)(NC1CCCc2ccccc21)c1cnc[nH]1 (stereo unspecified)
  -8%, -7%, 20%, i, -2%, 3, i, 7%, 0%
> CCOc1ccc(NC(=O)CCc2ccc(C)o2)cc1
  -20%, 7%, -5%, i, 16%, 4, i, 19%, -1%
> Cc1ccc2c(c1)nnn2C1CCN(CC(=O)NNC(=O)c2ccco2)CC1
  14%, -3%, 9%, 7%, -1%, 1, i, 8%, 0%
> COc1cc(/C=C/C(=O)O)ccc1OCc1ccccc1C#N
  5%, 6%, -2%, i, 1%, -18, i, -5%, -5%
> COc1ccc(NC(=O)C2C3CCC(O3)C2C(=O)O)cc1OC (stereo unspecified)
  2%, 0%, -10%, -23%, -3%, -20, i, -1%, -5%
> O=C(Nc1ccc2c(c1)OCO2)C1CCN(Cc2cc3c(cc2O)OCO3)CC1
  8%, 15%, 28%, i, -7%, ?, i, 0%, -1%
> COc1ccc(CNC(=S)Nc2ccc(S(N)(=O)=O)cc2)cc1
  -18%, 0%, -47%, -16%, -7%, -5, i, -3%, -24%
> Cc1ccc(C)c2sc(NC(=O)c3ccc(N4CCCCC4)c([N+](=O)[O-])c3)nc12
  3%, -8%, 13%, i, 1%, -59*, nt, -18%, -3%
> COC(=O)CNS(=O)(=O)c1ccc(Cc2ccc(S(=O)(=O)NCC(=O)OC)cc2)cc1
  3%, 11%, 4%, -38%[inhibitor], -8%, 5, i, -8%, 2%
> Cc1ccc(NC(=O)c2ccc(CNc3c(N4CCOCC4)c(=O)c3=O)cc2)cc1
  8%, 9%, -15%, i, -9%, -13, i, 26%, -7%
> COC(=O)Nc1ccc(NC(C)=O)cc1
  -17%, -14%, 12%, i, -1%, -18, i, 1%, -6%
> CCOC(=O)Cn1c(=O)n(CC2CCCO2)c2nc(-c3ccc(C(C)C)cc3)nc(C(N)=O)c21 (stereo unspecified)
  -5%, 7%, ?, -4%, -4%, nt, nt, 18%, 1%
> CC1CC(C)CN(S(=O)(=O)c2ccc(C(=O)Nc3sccc3C(N)=O)cc2)C1 (stereo unspecified)
  -14%, 3%, -16%, -11%, 1%, 13, i, ?, 9%
> CC(C)(O)CN(C(=O)c1ccccc1)C1CCCCC1
  14%, -11%, nt, -23%, 5%, -7, i, 0%, -4%
> Cc1ccc(NC(=O)C(=O)NCC2CCCN2S(=O)(=O)c2cccs2)cc1 (stereo unspecified)
  -9%, 15%, 25%, -22%, 3%, 1, i, 7%, -2%
> CCOC(=O)c1ccc(NC(=O)CN2CCN(Cc3ccccc3)CC2)cc1
  ?, 5%, 27%, i, -9%, -14, i, 19%[9.22 µM], -5%
> O=C(c1ccoc1)N1CCC2(CC1)Oc1ccc(Cl)cc1C(=O)C21CC(c2ccccc2)=NO1 (stereo unspecified)
  21%, 9%, 40%, -28%, 0%, -5, i, 15%, 6%
> Cn1c(SCC(=O)N/N=C/c2ccc(O)c(O)c2)nc2ccccc21
  8%, -5%, 9%, -12%, -5%, -23, i, -5%, -10%
> O=C1NC(=S)SC1=Cc1ccccc1C(=O)O
  12%, -2%, -6%, -8%, -8%, 3, nt, 26%, 20%
> COc1ccccc1CCc1nnc(N)s1
  10%, 1%, 9%, -6%, 2%, 7, i, 14%, -2%
> COc1ccc(NS(=O)(=O)c2c(C(=O)N3CCCCCC3)c(C)n(C)c2C)cc1
  ?, -6%, ?, ?, 4%, 4, i, -11%, 2%
> CN(Cc1ccc(OC(F)F)cc1)C(=O)c1cccc(S(=O)(=O)N2CCN(Cc3ccccc3)CC2)c1
  ?, 15%, 31%, -22%, 7%, ?, i, -21%, 3%
> O=C(O)c1ccccc1NS(=O)(=O)c1ccc(NNC(=S)Nc2ccc(OC(F)F)cc2)c([N+](=O)[O-])c1
  -10%, -6%, ?, i, -11%, -18, i, -15%[0.397 µM], -19%
> COc1ccc(-n2ccnc2CN2CCN(C3CCCC3)C(CCO)C2)cc1 (stereo unspecified)
  17%, -4%, -1%, 19%, -3%, -24, i, -5%, 2%
> O=C(COC(=O)/C=C/c1ccc(Br)o1)Nc1cccc(S(=O)(=O)N2CCOCC2)c1
  -14%, 10%, 37%, -33%[inhibitor], 11%, -15, i, 10%, 3%

Single values from the list:
Under FUS suppressor, O=C(Nc1ccc2c(c1)OCO2)C1CCN(Cc2cc3c(cc2O)OCO3)CC1 reads 28%
Under TDP-43 yeast inh, Cn1c(SCC(=O)N/N=C/c2ccc(O)c(O)c2)nc2ccccc21 reads -5%

An excerpt from above in order of molar mass, low to high:
Every second line gives: GLP-1R inv ag, GLP-1R agonist, FUS suppressor, PTHR1 ag, Abeta rescue, D3 antag, pAkt inh, TDP-43 yeast inh, aSyn yeast inh
> COC(=O)Nc1ccc(NC(C)=O)cc1
  -17%, -14%, 12%, i, -1%, -18, i, 1%, -6%
> CCOc1ccc(NC(=O)CCc2ccc(C)o2)cc1
  -20%, 7%, -5%, i, 16%, 4, i, 19%, -1%
> COCCNC(=O)c1c(C)oc2nc(C)nc(N3CCOCC3)c12
  2%, nt, -14%, -14%, 2%, nt, nt, 18%, nt
> CCOC(=O)Cn1c(=O)n(CC2CCCO2)c2nc(-c3ccc(C(C)C)cc3)nc(C(N)=O)c21 (stereo unspecified)
  -5%, 7%, ?, -4%, -4%, nt, nt, 18%, 1%
> COC(=O)CNS(=O)(=O)c1ccc(Cc2ccc(S(=O)(=O)NCC(=O)OC)cc2)cc1
  3%, 11%, 4%, -38%[inhibitor], -8%, 5, i, -8%, 2%

Next part:
Every second line gives: GLP-1R inv ag, GLP-1R agonist, FUS suppressor, PTHR1 ag, Abeta rescue, D3 antag, pAkt inh, TDP-43 yeast inh, aSyn yeast inh
> CC(OC(=O)/C=C/c1cccc(F)c1)C(=O)NC1CCCCC1C (stereo unspecified)
  5%, -4%, 16%, -13%, 9%, -5, i, 23%, -2%
> CN1CCC(NC(=O)c2cccs2)CC1
  4%, 9%, -23%, -19%, -10%, 3, i, 4%, 1%
> CC[C@@]12C(=O)N(c3cccc(Br)c3)C(=O)N1[C@H](c1cccc(C)c1)[C@@H]1C(=O)N(Cc3ccccc3)C(=O)[C@@H]12
  ?, 0%, ?, i, -9%, -7, i, 11%, 2%
> O=C(NCc1ccncc1)C(=O)C1C(=O)Nc2ccccc21 (stereo unspecified)
  0%, 4%, -17%, -14%, -7%, -18, i, 0%, -8%
> O=C(Cn1c(=O)n(-c2ccc(F)cc2)c(=O)c2sccc21)Nc1cccc(C(F)(F)F)c1
  ?, nt, 5%, i, -5%, nt, nt, 7%, nt
> CCC(C(=O)OCC(=O)Nc1c(Cl)cccc1Cl)c1ccccc1 (stereo unspecified)
  -26%, 0%, nt, -2%, 7%, 5, i, ?, -7%
> CCOC(=O)NC(=O)COC(=O)CNC(=O)c1cccc(OC)c1
  5%, 3%, 3%, i, -3%, 2, i, 22%[9.22 µM], -2%
> CCc1ccc(CNC(=O)CCc2c(C)nn(-c3ccc(N4CCCC4)nn3)c2C)cc1
  -5%, nt, 38%, -15%, -2%, nt, nt, -3%, nt
> Clc1ccc(SCc2cn3ccsc3n2)cc1
  ?, 8%, -3%, -28%, 5%, ?, i, 29%, -2%
> O=C(Cc1cccc(NC(=O)C2CCCN(C(=O)C3CCC3)C2)c1)Nc1cccc(C(=O)N2CCCCC2)c1 (stereo unspecified)
  0%, -1%, 18%, -7%, 2%, ?, i, 22%, 1%
> Cc1cc(C)nc(NS(=O)(=O)c2ccc(Br)s2)c1
  12%, 0%, -13%, i, 1%, ?, i, 19%, 7%
> Cc1c([N+](=O)[O-])nnn1-c1cc(Cl)cc(Cl)c1
  -14%, 10%, 34%, i, -8%, -18, i, 0%[1.82 µM], -4%
> CCOC(=O)N1CCN(C(=S)NC(=O)c2ccnn2C)CC1
  11%, 0%, -5%, i, 8%, 12, i, 0%, -7%
> Cc1nc2ccccn2c1C(=O)NCc1ccc2c(c1)OCO2
  -5%, 24%, -12%, -10%, 3%, -13, i, -20%, 5%
> CN1CCN(CC(=O)C23CC4CC(CC(C4)C2)C3)CC1
  67%[activator], -7%, 18%, -18%, 28%, -7, i, 17%, -13%
> O=CNCCCc1nc2ccccc2n1Cc1cccc2ccccc12
  1%, 2%, -2%, -13%[57.5 µM], 1%, -7, i, -21%, 10%
> O=C(Nc1ccccc1)c1ccc(OC(=O)c2ccccc2)cc1
  23%, 1%, 0%, i, 12%, -2, i, -18%, 1%
> COc1ccc(OCC(=O)Nc2cccc(C(=O)Nc3ccccc3C(=O)O)c2)cc1
  15%, -4%, nt, i, 12%, 58, i, -4%, 5%
> COc1ccccc1-c1cc2nc(C)c(CCC(=O)NC3CCCCC3)c(C)n2n1
  0%, 1%, -19%, i, -2%, nt, nt, 15%, nt

Only part of the results is shown; rates above refer to the full screens.
